CASP6 VEID inh – blocks human caspase-6 cleavage activity. 350,000 compounds, 0.53% hits. P55212. purified caspase-6, Z-VEID-R110 cleavage fluorescence. inhibition, % at 12.5 µM;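 active = mean inhibition across replicates at least about 35%, with every replicate also reaching that limit, limit read from the data; inconclusive = only one of the two criteria met; inactive = neither criterion met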;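 note: 0% = median of neutral control wells and 100% = no fluorescence left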
ARNT TACC3 PPI – disrupts binding between human ARNT and TACC3. Q9Y6A5. AlphaScreen His-ARNT PAS-B/GST-TACC3 binding, luminescence; TACC3 fragment carries E629A point mutation. inhibition, % at 9.99 µM. 390,000 compounds, 0.66% hits;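 active = mean inhibition of replicates at least 50% and at least half of replicates each reaching 50%; inconclusive = half or more replicates reach 50% but mean below 50%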;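 note: 0% = complete ARNT plus TACC3 wells and 100% = ARNT alone without TACC3; many hits fall short of the cut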
RAD54 inh – RAD54 (human) branch migration inhibition; Q92698; RAD54 Holliday junction branch migration, FAM/BHQ fluorescence; inhibition, % at 10.4 µM; 360,000 compounds, 0.14% hits; AID 602329;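 active = mean normalized replicate activity at least 40 and at least half of replicates scoring 40 or more; inconclusive = only one of the two criteria met; inactive = mean below 40 and under half of replicates reaching 40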;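 note: 0% = median of neutral control wells and 100% = median of positive control wells; inhibitors cause a drop in the FAM fluorescence signal; in these data hits start at about 50%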
ERp5 block – blocks human ERp5 reductase activity on insulin | inhibition, % at 9.99 µM | 350,000 compounds, 0.05% hits | ERp5 insulin aggregation, absorbance 650 nm, 90 min;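 active = mean replicate inhibition above about 25%, with every replicate also reaching it, limit read from the data, passing the limit was not always enough; inconclusive = only one of those two criteria met; inactive = neither criterion met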
Target sequence (Q15084 whole entry, looked up): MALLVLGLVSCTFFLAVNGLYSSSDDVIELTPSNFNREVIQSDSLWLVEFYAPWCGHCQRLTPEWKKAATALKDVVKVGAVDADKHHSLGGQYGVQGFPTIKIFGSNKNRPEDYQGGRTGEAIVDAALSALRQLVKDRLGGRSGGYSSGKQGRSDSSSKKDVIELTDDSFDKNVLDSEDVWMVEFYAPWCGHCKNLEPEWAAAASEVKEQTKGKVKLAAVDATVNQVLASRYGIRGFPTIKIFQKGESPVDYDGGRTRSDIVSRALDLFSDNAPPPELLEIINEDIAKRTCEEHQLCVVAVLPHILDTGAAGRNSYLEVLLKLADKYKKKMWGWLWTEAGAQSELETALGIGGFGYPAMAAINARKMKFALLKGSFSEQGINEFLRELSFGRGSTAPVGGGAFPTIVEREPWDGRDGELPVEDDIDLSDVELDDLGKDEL
E-sel inducer – induces E-selectin expression in human endothelial cells. HUVEC E-selectin immunofluorescence imaging; normalized: neutral wells 0, TNF-alpha wells 100. activation, % at 7.58 µM. 260,000 compounds, 0.37% hits;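 active = mean E-selectin-positive cell signal at least 10% of the positive control, reached in at least 60% of replicates, without over 20% cell loss; inconclusive = no rule given, readout overlaps actives, possibly toxicity-flagged; inactive = the rest, including those meeting only one limit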;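 note: in these data hits start at about 27%; measured in HUVEC primary endothelial cells; signal is the percent of cells scored E-selectin positive by PE staining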
Target sequence (P16581 whole entry, looked up): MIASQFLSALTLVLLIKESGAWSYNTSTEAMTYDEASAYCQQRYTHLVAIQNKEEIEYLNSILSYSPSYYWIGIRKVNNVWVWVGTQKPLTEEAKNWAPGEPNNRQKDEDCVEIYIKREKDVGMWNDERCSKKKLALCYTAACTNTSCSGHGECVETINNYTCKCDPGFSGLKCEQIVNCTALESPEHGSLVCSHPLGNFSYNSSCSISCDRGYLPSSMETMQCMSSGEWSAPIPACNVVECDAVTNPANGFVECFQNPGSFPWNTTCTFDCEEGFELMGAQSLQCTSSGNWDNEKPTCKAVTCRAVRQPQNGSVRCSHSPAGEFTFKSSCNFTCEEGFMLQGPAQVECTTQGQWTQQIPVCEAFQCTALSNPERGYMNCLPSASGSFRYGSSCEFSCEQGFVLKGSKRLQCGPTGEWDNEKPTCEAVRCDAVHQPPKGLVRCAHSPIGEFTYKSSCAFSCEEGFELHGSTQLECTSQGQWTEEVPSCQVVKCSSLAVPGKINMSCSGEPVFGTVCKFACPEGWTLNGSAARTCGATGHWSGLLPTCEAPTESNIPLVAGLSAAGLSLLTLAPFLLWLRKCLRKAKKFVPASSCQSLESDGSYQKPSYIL
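material = human umbilical vein endothelial cells (HUVEC), E-selectin induction | quantity = 3,000 cells/well | medium = EGM-2 growth medium on 0.1% gelatin-coated wells | technique = immunofluorescence imaging | read-out basis = % PE-positive cells | control set = TNF-alpha positive control, DMSO neutral control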
RAD52 anneal inh – RAD52 (human) annealing inhibition. P43351. 360,000 compounds, 0.46% hits. recombinant RAD52 DNA annealing, FRET fluorescence. inhibition, % at 18.7 µM;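 active = every replicate showing at least 50% inhibition; inconclusive = mean inhibition at least 50% but not in every replicate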
esBAF inh – inhibitors of esBAF chromatin remodeling in mouse ES cells. Bmi1-luciferase knock-in reporter, 24 h; 100% = twice the neutral-well signal. 350,000 compounds, 2% hits. reporter increase, % at 12.5 µM; in the data active = activation above about 40%; inconclusive = no clear call, values can overlap the other calls;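 note: 0% = median of the plate's neutral control wells and 100% = double that signal; a rise in the Bmi1 reporter signal indicates esBAF inhibition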
PglD inh – PglD (C. jejuni) enzyme inhibition | inhibition, % at 12.5 µM | purified PglD enzyme, DTNB colorimetric CoA detection | 360,000 compounds, 0.098% hits; in the data active = inhibition above about 16%, passing the limit was not always enough; inconclusive = no clear call, values can overlap the other calls; note: strong numbers were not always called active
An asterisk follows results filed as active; ? = inconclusive; · = no result given; & = joins results of further samples. No enrichment for hits (roughly 3.2% active in at least one column).

SMILES	CASP6 VEID inh	ARNT TACC3 PPI	RAD54 inh	ERp5 block	E-sel inducer	RAD52 anneal inh	esBAF inh	PglD inh
COc1ccc(CNC(=O)C2CCC(CNS(=O)(=O)c3ccc(C)cc3)CC2)cc1 (centres undefined)	8	-11	5	2	·	3	3	0
C[C@@H]1CN([C@H](C)CO)C(=O)c2cccc(NS(=O)(=O)c3ccc(Cl)cc3)c2O[C@@H]1CN(C)C(=O)Nc1cccc2ccccc12	2	3	7	3	0.0	21	2	0
O=S(=O)(c1ccc(Cl)c(C(F)(F)F)c1)N1CCN(CC(O)COCC2CCCO2)CC1 (centres undefined)	·	-3	-8	·	·	·	-7	-1
CCNC(=O)COc1ccc2ccccc2c1	·	-4	-7	·	·	·	?	2
O=S(=O)(c1ccc(F)cc1)N1CCC(c2nc3ccccc3[nH]2)CC1	-1	-1	-4	3	·	-10	-4	8
CC(C)(Oc1ccc(Cl)cc1)C(=O)N1CCN(C(=O)c2ccco2)CC1	2	-1	-7	-3	·	-11	1	1
CC(=O)Oc1ccc(N(C(C)=O)S(=O)(=O)c2ccc3ccccc3c2)cc1Br	1	0	-4	1	·	-15	6	8
C[C@H](CO)N1C[C@H](C)[C@@H](CN(C)Cc2ccc(Oc3ccccc3)cc2)Oc2ccc(NC(=O)Nc3ccc(F)cc3)cc2C1=O	1	2	4	7	?	20	3	-1
CCOC(=O)c1cccc(NC(=O)C2CCC(CNc3c(N4CCOCC4)c(=O)c3=O)CC2)c1 (centres undefined)	1	-9	-5	-7	0.2	-15	-4	3
C[C@@H]1CN([C@@H](C)CO)C(=O)c2cc(NC(=O)Nc3ccc4c(c3)OCO4)ccc2O[C@@H](C)CCCCO[C@@H]1CN(C)Cc1ccc2c(c1)OCO2	-1	8	6	-1	·	-1	-2	3
COc1ccc2cc(CCNC(=O)c3cccs3)c(=O)[nH]c2c1	2	0	2	1	0.8	0	72*	3
Cc1noc(C)c1S(=O)(=O)Nc1ccc2c(c1)CC(=O)N([C@H](C)CO)C[C@@H](C)[C@@H](CN(C)C(=O)Nc1ccc(C(F)(F)F)cc1)O2	0	4	-1	-5	0.0	6	0	-1
CN(C[C@@H]1[C@H](c2ccccc2)[C@H](CO)N1C(=O)c1ccccc1)C(=O)C1CC1	0	6	6	7	0.1	13	2	1
Cc1cc(C)c(Cc2c(C)nc3c(C(=O)NCc4ccco4)cnn3c2C)c(C)c1	9	-3	·	-8	·	-16	·	·
CC(C)NC(=O)Nc1cccc2c1O[C@@H](CN(C)S(=O)(=O)c1cccs1)[C@@H](C)CN([C@@H](C)CO)C2=O	1	-11	-7	12	-3.1	-3	-4	-1
O=C(c1cc(-c2cccnc2)nc2ccccc12)N1CCN(S(=O)(=O)c2ccc(Cl)s2)CC1	-14	0	0	4	-0.1	-17	3	-2
CC(=O)Nc1ccc(N2CCOCC2)c([N+](=O)[O-])c1	1	-1	·	2	·	-15	·	·
Nc1nc(COc2ccc(F)cc2)nc(N2CCCCC2)n1	-4	-11	·	6	3.3	-38	·	·
CCC(=O)N1[C@@H]2CN(C(=O)NC(C)C)c3ccccc3[C@@H]2[C@@H]1CO	1	-3	-16	-9	-0.4	5	-1	2
CN1CCC(N(C)C(=O)/C=C/c2cn(-c3ccccc3)nc2-c2cccs2)CC1	-26	13	·	2	·	71*	·	·
COc1ccc(-c2cc(C)no2)cc1S(=O)(=O)Nc1cccc(CN2CCCC2)c1	-5	21	-2	0	·	-24	4	3
COc1ccc(C(=O)NC(=S)NCc2cccnc2)cc1Br	0	-7	11	-1	·	-12	·	4
CCOc1ccc(CN2CCN(CC3=Cc4cccc(OC)c4OC3)CC2CCO)cc1 (centres undefined)	2	-8	·	0	·	-8	·	·
C[C@@H]1CN([C@H](C)CO)C(=O)c2cccc(NC(=O)c3ccncc3)c2O[C@@H]1CN(C)C(=O)Nc1ccc(F)cc1	-2	4	1	-1	-0.1	-3	2	0
CCOC(=O)N1CCN(CC(=O)N2c3ccccc3CC2C)CC1 (centres undefined)	·	-8	-12	·	·	·	-3	3
CC(=O)NC12CC3CC(C1)CC(C(=O)N1CCN(S(=O)(=O)c4cccc(F)c4)CC1)(C3)C2	-2	-3	0	6	-0.2	-9	-4	-3
CC(C)(C)S(=O)(=O)c1cnc(-c2ccccn2)nc1N	0	59*	·	2	0.1	-7	·	·
COCC#Cc1ccc([C@@H]2[C@H]3CN(C(=O)CN(C)C)CCCCN3[C@H]2CO)cc1	0	-2	-3	-3	-0.2	-5	·	1
Cc1cccc2c1-c1sc(C(=O)NCCCN3CCC(C)CC3)cc1CO2	-50	2	34	-1	2.6	61*	-3	-3
CC1CCCCC1NC(=O)Cn1c(=O)cnc2ccccc21 (centres undefined)	-1	6	-11	3	-0.3	-5	2	4
CCCc1nn(C)c2c(=O)[nH]c(-c3cc(S(=O)(=O)Nc4ccc(NC(C)=O)cc4)ccc3OCC)nc12	0	1	-12	1	0.0	0	-6	0
CC1=NNC(=O)C1CC(=O)N/N=C/c1ccc(C)o1 (centres undefined)	-1	·	15	-4	-0.3	-11	·	-2
O=C1N(Cc2ccccc2)c2ccc(Cl)cc2C12OCCO2	2	-3	0	2	·	-6	0	2
N#CCCn1cc(C(=O)CN2C(=O)NC3(CCc4ccccc43)C2=O)c2ccccc21 (centres undefined)	0	·	-3	2	·	-61	7	7
COc1ccc(NS(=O)(=O)c2cc(NC(=O)CC3CCCC3)ccc2N2CCOCC2)cc1	1	-6	14	3	6.8	1	·	-5
C[C@H]1CCCCO[C@H](CN(C)C(=O)Nc2ccc(C(F)(F)F)cc2)[C@@H](C)CN([C@@H](C)CO)C(=O)c2cc(NC(=O)c3ccncc3)ccc2O1	3	3	9	-2	-0.2	-19	0	0

Some of the entries above, reformatted.
canonical_smiles | CASP6 VEID inh | ARNT TACC3 PPI | RAD54 inh | ERp5 block | E-sel inducer | RAD52 anneal inh | esBAF inh | PglD inh
COc1ccc(C(=O)NC(=S)NCc2cccnc2)cc1Br | 0 | -7 | 11 | -1 | · | -12 | · | 4
CCOc1ccc(CN2CCN(CC3=Cc4cccc(OC)c4OC3)CC2CCO)cc1 (centres undefined) | 2 | -8 | · | 0 | · | -8 | · | ·
C[C@@H]1CN([C@H](C)CO)C(=O)c2cccc(NC(=O)c3ccncc3)c2O[C@@H]1CN(C)C(=O)Nc1ccc(F)cc1 | -2 | 4 | 1 | -1 | -0.1 | -3 | 2 | 0
CCOC(=O)N1CCN(CC(=O)N2c3ccccc3CC2C)CC1 (centres undefined) | · | -8 | -12 | · | · | · | -3 | 3
CC(=O)NC12CC3CC(C1)CC(C(=O)N1CCN(S(=O)(=O)c4cccc(F)c4)CC1)(C3)C2 | -2 | -3 | 0 | 6 | -0.2 | -9 | -4 | -3
CC(C)(C)S(=O)(=O)c1cnc(-c2ccccn2)nc1N | 0 | 59* | · | 2 | 0.1 | -7 | · | ·
COCC#Cc1ccc([C@@H]2[C@H]3CN(C(=O)CN(C)C)CCCCN3[C@H]2CO)cc1 | 0 | -2 | -3 | -3 | -0.2 | -5 | · | 1
Cc1cccc2c1-c1sc(C(=O)NCCCN3CCC(C)CC3)cc1CO2 | -50 | 2 | 34 | -1 | 2.6 | 61* | -3 | -3
CC1CCCCC1NC(=O)Cn1c(=O)cnc2ccccc21 (centres undefined) | -1 | 6 | -11 | 3 | -0.3 | -5 | 2 | 4
CCCc1nn(C)c2c(=O)[nH]c(-c3cc(S(=O)(=O)Nc4ccc(NC(C)=O)cc4)ccc3OCC)nc12 | 0 | 1 | -12 | 1 | 0.0 | 0 | -6 | 0
CC1=NNC(=O)C1CC(=O)N/N=C/c1ccc(C)o1 (centres undefined) | -1 | · | 15 | -4 | -0.3 | -11 | · | -2
O=C1N(Cc2ccccc2)c2ccc(Cl)cc2C12OCCO2 | 2 | -3 | 0 | 2 | · | -6 | 0 | 2

Other records:
SMILES	CASP6 VEID inh	ARNT TACC3 PPI	RAD54 inh	ERp5 block	E-sel inducer	RAD52 anneal inh	esBAF inh	PglD inh
Cc1cc(Cl)nc(Cl)c1C(=O)NCc1ccc(Cl)cc1	0	-3	-18	3	0.4	-16	-5	2
COc1ccc(S(=O)(=O)N(CC(=O)NCC2CCCO2)Cc2ccccc2)cc1 (centres undefined)	0	-2	15	-2	·	-4	-3	5
CCOP(=O)(OCC)C(NC(=O)c1cc([N+](=O)[O-])cc([N+](=O)[O-])c1)C(F)(F)F (centres undefined)	3	-10	·	0	·	0	·	·
C[C@@H]1CN([C@H](C)CO)S(=O)(=O)c2ccc(-c3cncnc3)cc2O[C@H]1CN(C)C(=O)NC1CCCC1	-4	-5	5	-12	1.2	-9	8	-2
CCC1(CC)NC(=O)N(CC(=O)OC(C)C(=O)Nc2ccc(Cl)cn2)C1=O (centres undefined)	-1	-4	·	7	-1.0	-8	·	·
Cc1ccc(S(=O)c2ccc(NC(=O)C3CC3)cc2C#N)cc1 (centres undefined)	-1	3	·	1	·	-13	·	·
Cc1ccc(C)c(NC(=O)C(Sc2nc3ccc(C)cc3[nH]2)c2ccccc2)c1 (centres undefined)	3	-8	·	0	·	-19	·	·
CCN1CCN(c2cc(C)c3cc(NC(=O)Cc4ccc(OC)c(OC)c4)ccc3n2)CC1	-8	16	29	2	-0.1	26	9	-3
COc1ccc(C/C(C)=N/NC(=O)c2ccc(C)cc2C)cc1	-1	·	-2	-3	·	3	3	-3
CCCc1cc(=O)n2nc(N3CCC(C(=O)NCc4ccco4)CC3)sc2n1	2	6	8	·	·	0	4	7
Nc1cc2c(cc1O)CCCC2	7	5	4	?	·	-6	-5	-1
CC1(c2ccccc2)NC(=O)N(CC(=O)N2CCN(S(=O)(=O)c3cccc([N+](=O)[O-])c3)CC2)C1=O (centres undefined)	-1	2	·	0	1.1	-7	3	·
Cc1ccsc1/C=C(\CC(=O)O)c1nc2ccccc2o1	0	-1	-6	-4	·	-10	24	-1
Cc1ccc(C)c2[nH]c(=O)c(CCNC(=O)c3ccc(S(=O)(=O)N4CCOCC4)cc3)cc12	0	9	17	-4	-0.3	-12	-3	3
COc1ccc(S(=O)(=O)N2CCN(C(=O)c3ccco3)CC2)cc1OC	·	15	1	·	·	·	-7	-6
C[C@@H]1CN([C@H](C)CO)C(=O)CCCn2cc(nn2)CO[C@H]1CN(C)C(=O)c1ccc2ccn(C)c2c1	-2&-2	1	-7&-1	1&-3	-0.2&-0.2	-1&-20	2&2&0	2&3
COc1ccccc1N1CCN(S(C)(=O)=O)CC1	2	0	1	0	·	-8	1	-3
CC(C)NC(=O)N(C)C[C@H]1OCCCC[C@@H](C)Oc2ccc(NS(=O)(=O)c3ccc(Cl)cc3)cc2C(=O)N([C@@H](C)CO)C[C@H]1C	-2	-2	3	1	-0.2	23	1	0
N#CCCCc1cn(-c2nc3ccccc3s2)nn1	-1	·	·	6	0.0	-10	·	·
OCCC1CN(Cc2cccn2-c2nccs2)CCN1Cc1ccc(F)c(F)c1 (centres undefined)	·	2	-5	0	·	-11	-1	2
CN1C(=O)c2cc(NC(=O)c3cnccn3)ccc2OC[C@@H]2O[C@H](CC(=O)O)CC[C@H]21	-4	2	1	-11	0.0	1	-3	1
COc1ccccc1-c1cnc(C(O)c2cc(C)c(OC)c(C)c2)[nH]1 (centres undefined)	0	·	9	4	0.1	-27	1	-3
CCOC(=O)c1oc2cccc(OC(C)=O)c2c1C	·	-4	-4	·	·	·	?	1
COc1ccccc1/C=C/C(=O)N1CCCC1	-2	-8	·	0	0.0	-16	·	·

Screens from PubChem BioAssay.
